# Bioassay records: PubChem, National Center for Advancing Translational Sciences (NCATS)
# CCT modulator = High-Throughput Screening for Modulators of Cytosolic Chaperonin Activity. 0.3% of 360,000 active. purified chaperonin ATPase assay, HTRF ADP detection, 30 min. activity change, % (test concentration not listed), hits read low. AID 651819, 2012; in the data active = activity change below about -30%; also: % is scaled to controls: 0 for no effect and ±100 for the full control effect
#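 Nucleotide hydrolysis assay: TRiC at 20–40 nM final (set by batch activity) with 10 uM ATP, 30 min at 37 °C, in presence of 76 uM compound. Detection by competitive ADP HTRF, 30 min ambient.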
# Mm-Cpn inhibitor = Inhibitors of TCP-1 ring complex (TRiC) of Methanococcus maripaludis (MmCpn): qHTS; Chaperonin Mm-Cpn (Methanococcus maripaludis); purified Mm-Cpn ATPase, ADP Transcreener TR-FRET; Potency, µM (series often up to 76.9 µM), without a hit: at the top dose activity, negative = inhibition, usual class: inhibitors; 0.031% of 330,000 active; also: potency is read from the fitted curve at half-maximal effect; % is scaled to controls: 0 for no effect and ±100 for the full control effect; nearly all actives have a fitted effect of over 80% in size
#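 ATPase read-out: TR-FRET ADP immunoassay (anti-ADP Eu cryptate vs ADP-d2), ex 320 nm, em 590/665 nm; signal drops as ADP forms. Enzyme 25 nM, ATP 10 uM, 30 min at 37°C after 10 min compound preincubation.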
# TGFb inhibitor = qHTS for Inhibitors of TGF-b; HepG2 CAGA-GFP TGF-b/SMAD3 reporter, GFP fluorescence, 18 h; TGF-beta stimulated, 500 pg/mL final; Potency, µM (series often up to 46.1 µM), for inactives: at the top dose activity, negative = inhibition, actives largely listed as inhibitors; 1.2% of 410,000 active; also: potency is read from the fitted curve at half-maximal effect; % is scaled to controls: 0 for no effect and ±100 for the full control effect; nearly all actives have a fitted effect of over 65% in size
#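 Cell-based qHTS in HEPG2 carrying a CAGA-GFP Smad reporter; compounds added before 500 pg/mL final TGF-beta, 18 h incubation at 37 degrees C, GFP fluorescence quantified per cell by imaging cytometry.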
# Akt phos inh = HTS Assay for Inhibitors of Akt Phophorylation: Primary Screen | Neuro2A IGF-stimulated pAkt S473 HTRF, 20 min; hits give low values | activity change, % for hits at 50 µM | AID 651550, 2012 | 0.32% of 360,000 active; in the data active = activity change below about -80%; inconclusive = mostly about -51% to -80%; also: % is scaled to controls: 0 for no effect and ±100 for the full control effect
#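 Single-point screen (50 µM final compound) in Neuro2A cells stimulated 20 min with 6 nM IGF at 37 deg C. After lysis, Ser473-phosphorylated Akt read by HTRF (ex 330 nm, em 615/665 nm) as the 665/615 ratio.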
# EPAC2 antagonist = qHTS for Antagonist of cAMP-regulated guanine nucleotide exchange factor 2 (EPAC2): primary screen. 0.18% of 360,000 active. Potency, µM (doses to about 114 µM), for inactives: at the highest dose activity, negative = inhibition, actives largely listed as inhibitors. Rap guanine nucleotide exchange factor 4 (Homo sapiens), Q8WZA2. EPAC2 GEF exchange of Rap1B-BODIPY-GDP, fluorescence; also: potency is read from the fitted curve at half-maximal effect; % is scaled to controls: 0 for no effect and ±100 for the full control effect; nearly all actives have a fitted effect of over 45% in size; many of its hits are not listed in these tables
# Target sequence (Q8WZA2 whole entry, looked up): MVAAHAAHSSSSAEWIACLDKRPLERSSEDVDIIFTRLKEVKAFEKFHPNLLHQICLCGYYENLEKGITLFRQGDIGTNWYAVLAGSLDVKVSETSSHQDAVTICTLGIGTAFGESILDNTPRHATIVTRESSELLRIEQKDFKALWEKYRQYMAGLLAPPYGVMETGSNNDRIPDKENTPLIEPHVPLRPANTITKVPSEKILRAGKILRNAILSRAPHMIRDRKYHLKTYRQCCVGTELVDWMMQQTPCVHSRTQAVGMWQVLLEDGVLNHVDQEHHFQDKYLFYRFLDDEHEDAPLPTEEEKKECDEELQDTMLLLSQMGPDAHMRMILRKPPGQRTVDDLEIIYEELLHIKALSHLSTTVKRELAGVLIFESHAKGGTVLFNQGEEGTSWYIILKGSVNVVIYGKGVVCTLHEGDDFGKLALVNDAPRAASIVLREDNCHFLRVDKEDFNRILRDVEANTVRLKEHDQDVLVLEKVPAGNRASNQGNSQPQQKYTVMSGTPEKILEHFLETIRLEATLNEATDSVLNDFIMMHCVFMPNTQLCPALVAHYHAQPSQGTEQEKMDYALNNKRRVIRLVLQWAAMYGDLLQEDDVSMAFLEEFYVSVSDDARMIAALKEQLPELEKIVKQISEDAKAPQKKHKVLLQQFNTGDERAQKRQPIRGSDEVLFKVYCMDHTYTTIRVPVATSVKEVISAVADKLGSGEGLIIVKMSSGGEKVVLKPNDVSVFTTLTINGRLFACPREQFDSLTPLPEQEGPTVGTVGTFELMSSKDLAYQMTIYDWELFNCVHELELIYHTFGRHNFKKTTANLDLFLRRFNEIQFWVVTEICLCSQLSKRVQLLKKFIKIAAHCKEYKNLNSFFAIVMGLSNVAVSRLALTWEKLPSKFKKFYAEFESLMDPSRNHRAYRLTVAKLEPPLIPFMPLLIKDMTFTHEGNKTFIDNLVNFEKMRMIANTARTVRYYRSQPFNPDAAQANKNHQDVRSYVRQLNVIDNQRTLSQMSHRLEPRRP
# Nrf2 inh = Nrf2 qHTS screen for inhibitors; A549 ARE-Fluc reporter, luciferase luminescence, 18-24 h; Potency, µM (series often up to 46 µM), without a hit: top-dose activity change, negative = inhibition, usual class: inhibitors; 2.1% of 360,000 active; AID 504444, 2011; also: potency is read from the fitted curve at half-maximal effect; % is scaled to controls: 0 for no effect and ±100 for the full control effect; nearly all actives have a fitted effect of over 60% in size
#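 Concentration-response testing used A549 ARE_Fluc cells at 5000 cells/well. Following an 18-24 h compound incubation, viability was read by fluorescence (Ex 405/Em 525) and luciferase output by luminescence.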
# A549 tox = Nrf2 qHTS screen for inhibitors: counterscreen for cytotoxicity; Potency, µM (series often up to 46 µM), for inactives: top-dose activity change, negative = cytotoxicity, usual class: inhibitors; A549 ARE-Fluc cells, CellTiter-Fluor viability, 18-24 h; 0.16% of 390,000 active; AID 504648, 2011; also: potency is read from the fitted curve at half-maximal effect; % is scaled to controls: 0 for no effect and ±100 for the full control effect
#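 Cytotoxicity counterscreen: CellTiter-Fluor fluorescence was measured in A549 ARE_Fluc cells after 18-24 h of compound exposure in a concentration series. The subsequent BugLite luminescent read reports ARE-luciferase activity.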
# EPAC2 ag = qHTS for Agonist of cAMP-regulated guanine nucleotide exchange factor 4 (EPAC2): primary screen; AID 720711, 2013; EPAC2 activation, biochemical qHTS; response scale: 100% = 6.5 mM cAMP response; Rap guanine nucleotide exchange factor 4 (Homo sapiens), Q8WZA2; Potency, µM (series often up to 154 µM), without a hit: at the top dose activation, most hits filed as activators; 0.079% of 360,000 active; also: potency is read from the fitted curve at half-maximal effect; nearly all actives have a fitted effect of over 50% in size
#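 Nucleotide exchange monitored as fluorescence drop when BODIPY-GDP leaves Rap1B. Reaction: 100 nM EPAC2, 250 nM RAP1B-BODIPY-GDP, 50 uM GDP, room temperature, kinetic read over 30 min. Activity expressed relative to 6.5 mM cAMP.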
# Nrf2 ARE act = qHTS of Nrf2 Activators; AREc32 ARE-luciferase reporter (MCF7-derived line), luminescence, 24 h; Potency, µM (doses to about 46.1 µM), for the others: top-dose activation, most hits filed as activators; 0.31% of 410,000 active; also: potency is read from the fitted curve at half-maximal effect; % of control where 0% means no effect; nearly all actives have a fitted effect of over 65% in size
#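 ARE-driven firefly luciferase activity in AREc32 cells measured after a 24 hr compound exposure at 37 deg C, using Steady-Glo reagent and a 30 min room-temperature hold.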
# * marks the source's active call; other numbers are inactive results; i = inactive; ? = inconclusive; / = no result given; & = joins results of further samples; [ ] = dose if it differs, or a comment. Unless noted, calls follow the shape of the dose curve; as a rule, active = well fitted curve in the direction sought with a large enough effect; inconclusive = small, poorly fitted or top-dose-only effect, or another doubt; inactive = no such curve, though single readings can be large; an effect the other way counts as inactive or inconclusive. These rows are one share of the data; rates above refer to the full screens.
molecule	CCT modulator	Mm-Cpn inhibitor	TGFb inhibitor	Akt phos inh	EPAC2 antagonist	Nrf2 inh	A549 tox	EPAC2 ag	Nrf2 ARE act
Cn1c(=O)cc(OCC(=O)Nc2ccccn2)c2ccccc21	-1.3	-0.5%	-9.4%	i	1.4%	-12.1%	-9.1%	17.0%	3.6%
CCN(CC)c1ccc(N2C(=O)/C(=C\c3cccs3)SC2=S)cc1	2.1	1.7%	-14.2%	i	20.5%	/	4.6%	8.9%	0.2%
c1ccc(CN2CCC3(CCCc4ccccc43)CC2)cc1	-2.0	0.8%	-3.1%	i	2.3%	0.1%	-10.0%	3.9%	-0.3%
CCn1c(NCc2cc(OC)ccc2OC)nc2ccccc21	-1.4	-0.1%	-6.0%	i	-0.5%	25.4%	-1.9%	-2.4%	0.1%
COc1ccc(Cl)cc1-n1c(C)cc(C(=O)OCC(=O)N2CC(=O)Nc3ccccc32)c1C	-1.3	-3.3%	?	i	-7.5%	18.4µM*	-17.2%	15.3%	4.5%
N=C(N)SCc1ccc(O)c([N+](=O)[O-])c1	-0.9	-0.7%	-2.0%	i	3.5%	2.9%	4.9%	-2.7%	-0.9%
COc1ccc(OC)c2sc(NC(=O)c3ccc(S(=O)(=O)N(C)C)cc3)nc12	-0.5	0.8%	-0.4%	i	4.9%	-7.9%	2.8%	10.9%	-0.9%
CCC12CN3CCN(CC(C3)/C1=N\NC(=O)c1ccc(Cl)cc1)C2	-2.3	3.4%	1.7%	i	-4.3%	-7.0%	-3.0%	-1.2%	0.7%
CCS(=O)(=O)N1CCN(S(=O)(=O)c2ccc(Cl)s2)CC1	-0.5	-1.4%	-5.7%	i	2.7%	-8.8%	0.0%	5.0%	-0.5%
CCCCS(=O)(=O)N1CCCC(C(=O)Oc2ccccc2OC)C1 (centres undefined)	1.8	-0.1%	5.2%	i	3.8%	3.5%	-6.9%	1.7%	2.0%
CCCCNC(=O)N(O)C1N(/N=C/c2ccccc2O)C(=S)SC1(C)C (centres undefined)	1.6	-4.0%	?	i	-22.2%	-26.6%	-3.3%	8.4%	5.9%
CCCCNC(=O)N1CCN(Cc2cccc(F)c2)CC1	0.6	-2.3%	-4.6%	i	3.4%	11.4%	7.8%	1.8%	1.6%
COc1ccccc1-n1cnnc1SCC(=O)Nc1nc(C)c(Cl)cc1Cl	0.8	?	?	/	-14.8%	-6.1%	1.3%	-51.6%[inhibitor][15.6 µM]	0.0%
COCCN(C(=O)COC(=O)c1ccc(Br)o1)c1c(N)n(Cc2ccccc2)c(=O)[nH]c1=O	0.1	/	-8.6%	i	12.8%	/	/	7.9%	-0.2%
c1cnc2c(c1)ccc1cccnc12	-2.7&1.0	0.7%&-2.2%	?	i	10.0%&-8.2%	5.8µM*	?	6.2%&6.0%	9.6%&-0.9%
Cc1ccc(S(=O)(=O)N2C[C@H]3C(=O)C[C@@H](c4ccccc4C)N(S(=O)(=O)c4ccc(C)cc4)[C@H]3C[C@H]2c2ccccc2)cc1	-0.4	/	-13.4%	i	3.7%	/	/	7.4%	-0.3%
Cc1ccc(S(=O)(=O)Oc2ccc(C)cc2/C=N/N=C2\NC(=O)C(C)S2)cc1 (centres undefined)	-2.4	1.0%	-13.3%	i	-5.7%	16.1%	-3.4%	-0.9%	0.1%
O=C(CS(=O)(=O)c1ccccc1)Nc1nnc(-c2cccs2)o1	0.0	-2.9%	-0.8%	i	9.7%	-11.8%	0.0%	3.4%	-0.1%
O=C(CN1C(=O)NC2(CCOc3ccccc32)C1=O)c1ccc(Cl)s1 (centres undefined)	-0.8	?	-26.3%	i	-7.9%	-2.9%	0.4%	3.1%	-0.6%
COc1ccc(N2CCN(Cc3cc(=O)c(OCC(=O)Nc4ccccc4)co3)CC2)cc1	-3.0	0.1%	-9.6%	i	0.8%	?	1.3%	-4.3%	-0.7%
CCC(C)NC(=O)CN(c1ccc2c(c1)OCO2)S(=O)(=O)c1c(C)n[nH]c1C (centres undefined)	-1.6	-5.6%	-0.9%	i	-12.5%	7.8%	0.9%	3.4%	-0.4%
Cc1ccc(/C=N/NC(=S)NC2CCS(=O)(=O)C2)cc1 (centres undefined)	-5.9	-1.1%	-10.6%	i	6.2%	7.5%	5.7%	-5.2%	-0.8%
CC1CCC2(CC1)NC(=O)N(CC(=O)N1CCN(C(=O)c3cccs3)CC1)C2=O (centres undefined)	1.8	6.0%	0.0%	i	4.1%	-17.7%	1.3%	2.7%	-0.7%
O=C(CCN1C(=O)/C(=C/c2ccc(F)cc2)SC1=S)Nc1cc([N+](=O)[O-])ccc1O	-3.9	0.8%	-6.6%	i	0.5%	6.3%	-7.1%	0.1%	-0.7%
COc1ccc(/C=N/NC(=O)c2ccco2)cc1COc1ccc(F)cc1	1.4	1.7%	-9.6%	i	2.9%	-6.1%	-0.6%	2.4%	6.7%
O=C(Cn1cc(C(=O)c2ccccc2)c(=O)c2cc3c(cc21)OCCO3)Nc1ccc(F)c(F)c1	/	/	-15.2%	/	/	-4.8%	-12.2%	/	-0.1%
Clc1ccc(-c2cc3nc(NCc4cccc(Cl)c4)ccn3n2)cc1	-1.4	/	?	i	-12.9%	/	/	8.2%	7.9%
O=C(NCc1ccc(F)cc1)c1ccc(S(=O)(=O)Nc2cccc(C(F)(F)F)c2)cc1	-1.3	-0.5%	?	i	-8.6%	23.1µM*	-4.6%	-14.4%	0.4%
CCSc1cc(C2C(C#N)=C(N)OC(C)=C2C(=O)OC)c(C)o1 (centres undefined)	-0.4	-2.4%	-10.5%	i	6.8%	-0.8%	-6.7%	6.0%	0.9%
COc1ccc(NC(=O)Nc2cnccn2)c(OC)c1	0.9	-1.1%	-18.3%	i	-9.5%	1.4%	-9.1%	6.3%	1.9%
O=C(NC1CCN(Cc2ccccc2)CC1)C1CCCN(c2nnc(-n3cccc3)s2)C1 (centres undefined)	-0.2	0.3%	-7.6%	i	8.1%	-3.4%	1.4%	8.8%	0.9%
Cc1onc(C(=O)N2CCN(c3ccccc3F)CC2)c1-c1ccccc1Cl	-1.3	3.0%	-0.9%	i	-10.4%	0.4%	?	19.6%	-0.1%
Cc1cc(NC(=O)c2cc(-c3ccc(OC(C)C)cc3)nc3ccccc23)no1	-2.0	-7.7%	0.9%	i	?	?	0.8%	6.7%	1.7%
Cc1cc(C)cc(NC(=O)Cc2csc(C)n2)c1	/	/	0.0%	/	/	26.6%	1.8%	/	1.8%
CC(=O)N1c2ccc(Cl)cc2C2OCCC2C1c1ccco1 (centres undefined)	-2.0	-18.6%	-8.1%	i	-1.7%	0.3%	-1.0%	6.3%	-1.4%
COC(=O)c1cc(Cn2nc(C(=O)O)c3ccccc3c2=O)oc1C	0.2	1.5%	4.4%	i	?	-17.1%	-0.5%	2.6%	-0.5%
O=c1c2ccc(Cl)cc2[nH]c(=S)n1Cc1cccnc1	-0.8	-0.1%	-2.8%	i	1.4%	-9.1%	-4.0%	-4.2%	-0.3%
CC(C(=O)N1CCN(C=O)CC1)N1C(=O)c2ccccc2C1=O (centres undefined)	0.6	0.9%	5.3%	i	2.5%	2.8%	1.9%	1.5%	-0.4%
Cc1cc(=O)oc2cc(NC(=O)c3cc([N+](=O)[O-])ccc3N3CCOCC3)ccc12	0.9	-3.3%	-12.8%	i	-2.1%	-14.5%	-12.2%	-4.6%	-0.3%
C=CCNC(=O)Nc1ccc(OCC)cc1	-2.4	-1.0%	-1.2%	?	-1.2%	-10.2%	0.3%	13.9%	-0.2%
O=C(c1cc(-c2ccccc2Cl)nc2ccccc12)N1CCN(c2ccccn2)CC1	-0.8	-0.5%	-7.7%	i	-12.8%	?	3.2%	10.6%	0.3%
COc1cc(/C=N/Nc2nc3ccccc3s2)cc([N+](=O)[O-])c1O	-2.0	-1.2%	-18.5%	i	-25.7%	-14.2%	-13.3%	2.1%	11.3%
Cc1cccc(CCNS(=O)(=O)c2ccc3c(c2)CCN3C(=O)CCC(=O)O)c1	-1.6	4.1%	2.0%	i	9.8%	9.5%	0.6%	0.8%	-2.2%
CCN1CCN(CC(=O)Nc2sc3c(c2C#N)CCC3)CC1	-0.7	-0.5%	-28.7%	i	-4.7%	-9.6%	0.7%	12.0%	0.2%

# Exported field by field: entries from further up
CC(=O)N1c2ccc(Cl)cc2C2OCCC2C1c1ccco1 (centres undefined)
- CCT modulator: -2.0
- Mm-Cpn inhibitor: -18.6%
- TGFb inhibitor: -8.1%
- Akt phos inh: i
- EPAC2 antagonist: -1.7%
- Nrf2 inh: 0.3%
- A549 tox: -1.0%
- EPAC2 ag: 6.3%
- Nrf2 ARE act: -1.4%

Cc1cc(NC(=O)c2cc(-c3ccc(OC(C)C)cc3)nc3ccccc23)no1
- CCT modulator: -2.0
- Mm-Cpn inhibitor: -7.7%
- TGFb inhibitor: 0.9%
- Akt phos inh: i
- EPAC2 antagonist: ?
- Nrf2 inh: ?
- A549 tox: 0.8%
- EPAC2 ag: 6.7%
- Nrf2 ARE act: 1.7%

CCN1CCN(CC(=O)Nc2sc3c(c2C#N)CCC3)CC1
- CCT modulator: -0.7
- Mm-Cpn inhibitor: -0.5%
- TGFb inhibitor: -28.7%
- Akt phos inh: i
- EPAC2 antagonist: -4.7%
- Nrf2 inh: -9.6%
- A549 tox: 0.7%
- EPAC2 ag: 12.0%
- Nrf2 ARE act: 0.2%
